Bioassay records (PubChem BioAssay)
697 NFkB inh: lowers PMA/ionomycin-induced NF-kB signal in 697 B cells | 697 B-cell NF-kB luciferase reporter, 16 h | inhibition, % at 4 µM | 330,000 compounds, 0.33% hits | AID 435022; in the data active means inhibition above about 35%
CHOP UPR activ: activators of apoptotic arm of unfolded protein response (CHOP). 330,000 compounds, 0.34% hits. CHO-CHOP luciferase reporter, UPR activation, luminescence; percent of tunicamycin response over DMSO baseline. activation, % at 10 µM;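 active means at 10 µM dose, activation of 40% or more, normalized to positive control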;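 further: 100% = tunicamycin at 10 µg/mL and 0% = DMSO alone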
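System: CHO-CHOP luciferase reporter cell line; amount: 500 cells/well; buffer or medium: F12 medium containing 10% fetal bovine serum; incubation: 6 h compound exposure at 37 °C after overnight seeding; measured by: luciferase luminescence after 10 min with Steady-Glo reagent; evaluation: % reporter activation, DMSO baseline versus tunicamycin full activation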
Mdm2 MdmX PPI: human Mdm2/MdmX binding inhibition | O15151+Q00987 | SaOS-2 split-luciferase Mdm2/MdmX complementation, luminescence | inhibition, % at 8 µM | 330,000 compounds, 3% hits | AID 485346;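 active means inhibition of at least 50% at 8 µM in the primary screen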
APJ ag: agonists of human APJ apelin receptor. AID 2520. P35414. CHO-K1 APJ PathHunter beta-arrestin, luminescence; 0% DMSO wells, 100% apelin. 330,000 compounds, 0.11% hits. activation, % at 20 µM;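 active means activation more than six SD over the plate average, tested at 20 µM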;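 further: 0% = DMSO alone and 100% = apelin-13 at 10 nM; some results filed as inactive read as strong as hits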
Target sequence (P35414 whole entry, looked up): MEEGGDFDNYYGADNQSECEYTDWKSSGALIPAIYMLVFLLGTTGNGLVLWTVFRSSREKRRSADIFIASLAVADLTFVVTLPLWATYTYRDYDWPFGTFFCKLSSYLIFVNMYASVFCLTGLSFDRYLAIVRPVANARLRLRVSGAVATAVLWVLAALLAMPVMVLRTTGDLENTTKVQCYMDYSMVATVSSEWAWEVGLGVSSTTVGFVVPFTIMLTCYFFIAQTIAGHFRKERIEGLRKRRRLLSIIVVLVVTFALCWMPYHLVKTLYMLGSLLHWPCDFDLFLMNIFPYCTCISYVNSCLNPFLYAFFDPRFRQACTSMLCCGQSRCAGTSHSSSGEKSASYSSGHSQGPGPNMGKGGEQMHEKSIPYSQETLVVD
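Test system: CHO-K1 APJ beta-arrestin complementation cell line. Amount: cell density 1000 per well. Controls: DMSO negative, 10 nM Apelin-13 positive. Signal: luminescent beta-gal fragment complementation, chemiluminescent substrate. Read-out basis: agonist-driven arrestin binding to APJ. Timing: compound stimulation 90 min at 25 °C, detection 60 min.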
APJ antagonist: antagonists of human APJ apelin receptor. P35414. CHO-K1 APJ beta-arrestin complementation, luminescence. 330,000 compounds, 0.32% hits. inhibition, % at 20 µM;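 active means inhibition above about 40% at 20 µM, limit read from the data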;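 further: cells challenged with 10 nM apelin-13 agonist together with compound; plate controls were apelin-13 plus DMSO wells for no effect and DMSO wells lacking apelin-13 for full effect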
XBP1 UPR activ: adaptive UPR (XBP1) activation | 330,000 compounds, 0.33% hits | CHO-XBP1 luciferase reporter, IRE1-XBP1 UPR activation, luminescence; percent of tunicamycin response, DMSO as zero | activation, % at 20 µM | AID 463104;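 active means versus positive control, 20 µM dose yields 30% or more activation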;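 further: 100% = tunicamycin at 10 µg/mL and 0% = DMSO only wells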
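Material: CHO cell line with stable XBP1 luciferase reporter; schedule: 16-18 h cell attachment at 37 °C, then 6 h compound exposure; signal: glow luminescence from Steady-Glo reagent; medium: serum-containing F12 medium, 10% FBS; benchmarks: tunicamycin 10 µg/mL and vehicle-only wells; read-out: percent activation relative to tunicamycin reference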
tim23-1 inh: inhibits growth of tim23-1 mutant yeast; S. cerevisiae tim23-1 growth, BacTiter-Glo luminescence, 24 h; inhibition, % at 20 µM; 330,000 compounds, 1.3% hits; AID 463212;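 active means growth inhibition of the mutant yeast at or above 50%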;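 further: temperature-sensitive mutant grown at 25 °C; plate controls were DMSO-treated mutant yeast for no effect and medium wells lacking yeast for full effect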
Jurkat NFkB inh: lowers PMA/ionomycin-induced NF-kB signal in Jurkat cells; PMA/ionomycin-induced NF-kB luciferase reporter, luminescence; inhibition, % at 4 µM; 330,000 compounds, 0.53% hits; in the data active means inhibition above about 50%
Numbers without * were called inactive.

canonical_smiles,Jurkat NFkB inh,Mdm2 MdmX PPI,CHOP UPR activ,APJ antagonist,APJ ag,XBP1 UPR activ,tim23-1 inh,697 NFkB inh
C=CCN(c1ccccc1)S(=O)(=O)c1cccc(C(=O)NCc2ccco2)c1,3.4,-19.5,-0.3,-1.8,-2.9,-4.7,12.1,-19.6
CC(=O)c1ccc(NC(=O)Nc2sc(NS(=O)(=O)c3ccccc3)nc2C)cc1,18.2,-2.7,0.9,-59.3,2.9,-1.7,16.4,11.2
CC1=C(C(=O)N2CCCCCC2)C2(CCC(C)CC2)OC1=O (stereo not drawn),8.4,4.6,-0.7,12.8,-0.9,2.8,28.6,21.6
O=C(O)Cn1cc(C(=S)N2CCOCC2)c2ccccc21,-25.9,0.4,-1.3,-42.0,-0.2,-0.6,14.9,-4.4
CCOC(=O)/C(C#N)=C\c1ccc(OCC(=O)Nc2ccc(C)cc2C)c(OC)c1,0.6,24.3,11.0,-5.6,-5.0,37.2*,-1.1,20.0
O=C(CSc1nccn1Cc1ccco1)Nc1ccc(F)cc1,-12.2,20.9,0.4,-1.7,2.6,1.4,23.9,-24.0
CC1CN(C(=O)CCC(=O)NCc2ccc(Cl)cc2)c2ccccc2S1 (stereo not drawn),-21.5,10.2,-2.5,-54.1,-3.3,-2.9,26.0,-6.7
COc1ccccc1Nc1nc(C)c(C(=O)Nc2ccccc2)s1,-28.1,10.4,-0.5,-9.4,-1.8,-0.6,29.0,15.6
CCC1(CC)Cc2ccccc2-c2nc(CCl)[nH]c(=O)c21,4.3,14.7,4.6,13.2,-1.6,45.2*,47.2,-25.1
CCOc1cccc(C(=O)N2CCCN(C)CC2)c1,-7.4,12.9,-0.7,4.6,-0.3,-3.9,-19.7,-2.7
Cc1c(CCCC(=O)O)sc(N)c1C(=O)c1cccc(C(F)(F)F)c1,5.8,9.0,2.4,7.1,-2.1,-1.2,16.3,9.3
COC(=O)c1ccccc1NC(=O)CSc1nc2ncccc2[nH]1,-17.9,8.9,-1.0,7.8,1.2,1.3,16.9,21.5
CCOC(=O)C1(Cc2cccc(F)c2)CCN(Cc2cn(CC)nc2C)CC1,6.1,5.1,1.1,3.7,-0.9,-3.4,5.6,1.0
Cc1ccc(C(C)C)c(OCC#CCN2CCOCC2)c1,-1.7,25.3,0.5,11.7,-4.0,-1.4,17.8,-1.3
C/C(=N\Nc1nc(C(C)(C)C)cs1)c1ccc(O)cc1,2.7,-24.2,7.7,-7.7,2.5,-6.3,37.4,0.9
CCc1ccccc1NC(=S)N1CCC(C(=O)c2ccc(F)cc2)CC1,-25.5,9.7,-1.1,-5.0,-2.0,-2.1,12.4,15.4
O=[N+]([O-])c1ccc(OCc2cn([C@@H](CO)c3ccccc3)nn2)c(Br)c1,-102.6,13.2,2.7,-0.8,-1.3,1.1,34.8,-88.2
CCC1(c2ccc(F)cc2)NC(=O)N(CC(=O)N2CCOCC2)C1=O (stereo not drawn),-7.1,12.0,-1.0,-5.2,-1.3,-0.2,-2.5,-19.2
CC1CCC(NC(=O)C2CCN(C(=O)Nc3ccccc3)CC2)CC1 (stereo not drawn),4.4,28.5,1.9,9.1,-4.6,1.6,16.8,11.6
CC1(C)CC(=O)C=C(NCc2cccnc2)C1,-0.6,16.4,-2.0,-9.1,0.3,-1.8,13.3,3.8
Cc1ccc(N=Cc2nc(/C=C/c3cccc([N+](=O)[O-])c3)oc2O)cc1,-12.7,94.2*,-0.9,19.8,1.1,0.7,-11.6,-2.1
CCOc1ccc(C(C(=O)NC2CCCC2)N(CCCO)C(=O)c2ccc(-c3ccccc3)[nH]2)cc1 (stereo not drawn),-16.2,-6.8,3.6,-35.7,-0.5,0.6,18.7,-31.7
COc1ccc2nc(NC(=O)C3CCCN3S(=O)(=O)c3ccc(C)cc3)sc2c1 (stereo not drawn),2.9,28.7,-0.2,14.3,1.5,-0.8,33.3,-3.5
COc1ccc(CC(=O)NC(C)c2nnc(SCC(=O)Nc3nc(C)cs3)n2C)cc1 (stereo not drawn),0.8,12.8,-0.3,13.5,-4.5,1.9,5.2,14.3
O=C(Nc1ccn(Cc2c(F)c(F)cc(F)c2F)n1)c1ccc(COc2ccc(Cl)cc2Cl)o1,5.1,9.0,2.4,-15.6,-4.9,0.1,27.0,31.8
CCNC(=S)N1CCN(Cc2ccc3c(c2)OCO3)CC1,-8.2,-5.5,0.5,-11.0,-3.8,-8.3,4.6,-10.7
COc1ccc(/C=N/Nc2nc(-c3ccc(C)cc3)c(NC(C)=O)s2)cc1OC,-5.3,18.6,2.1,-14.5,6.4,2.4,12.7,5.9
COc1ccc(OC)c2[nH]c(C(=O)O)cc12,-0.7,21.2,1.9,9.9,0.5,-1.1,4.3,9.4
Cc1ccc(C)c(-n2c(Cc3cccs3)n[nH]c2=S)c1,-7.5,-16.2,-1.3,0.5,-1.5,-1.7,21.5,2.2
O=C(O)c1ccc(N=Cc2nc(-c3ccco3)oc2O)cc1,-0.5,-4.4,-0.1,14.4,-4.5,-0.4,-2.3,19.6

(listing goes on)
canonical_smiles,Jurkat NFkB inh,Mdm2 MdmX PPI,CHOP UPR activ,APJ antagonist,APJ ag,XBP1 UPR activ,tim23-1 inh,697 NFkB inh
CC1=CCC(/C=N\Nc2nnc3c(n2)[nH]c2ccccc23)CC1 (stereo not drawn),-101.6,-41.9,0.6,11.6,-1.4,0.0,-15.7,-69.9
COCCCNCCCOc1ccc(C(C)(C)c2ccccc2)cc1,-6.3,33.9,1.5,10.1,-2.9,-2.0,-16.8,2.6
CC(Oc1ccccc1)C(=O)NCc1cccnc1 (stereo not drawn),-32.4,-23.9,-0.2,-17.7,-2.3,0.0,9.1,-44.2
Cc1ccc(S(=O)(=O)NCCCCCC(N)=O)cc1,2.0,24.5,-0.4,7.0,-1.5,-2.6,10.2,17.0
CC(C)Nc1nc(NC(C)C)nc(SCC(N)=O)n1,1.5,21.0,-1.2,5.6,-1.1,-4.2,-4.8,6.7
CCOc1ccccc1CNS(=O)(=O)c1ccc(-c2cnc(C3CC3)o2)cc1,57.5*,60.5*,1.6,-39.1,-2.2,2.2,40.7,-58.5
O=C(CCN1C(=O)c2cccc3cccc(c23)C1=O)N1CCOCC1,-35.6,-33.8,2.4,-6.9,0.3,0.5,16.2,3.0
O=C(CCCN1C(=O)/C(=C/c2ccc3c(c2)OCO3)SC1=S)Nc1ccc(C(=O)O)cc1,20.1,30.4,-2.0,6.0,-3.4,-7.5,10.8,78.3*
Cc1ccc(C)c(NC(=O)CSc2ccc(-c3cccs3)nn2)c1,-7.3,2.5,-0.6,23.9,-1.2,0.2,0.2,-0.5
CCOC(=O)C1CCN(C(=O)C2(NC(=O)Nc3ccccc3C)CCCCC2)CC1,4.7,5.9,1.2,-2.7,-2.0,-3.4,-0.1,9.4
CCOC(=O)c1c(NC(=O)CSc2nnc(Cc3csc(N)n3)n2C)sc(C)c1C,12.2,10.6,0.9,25.8,0.1,-2.0,30.4,6.8
COc1cc2cnc(CCCC#N)cc2cc1OC,-1.9,21.2,-1.3,3.1,-2.2,1.0,-2.2,5.3
COc1ccc(F)cc1CN1CCN(C(=O)CCC(=O)Nc2nnc(C(C)C)s2)CC1,16.7,25.4,3.7,16.6,-2.0,-6.7,10.3,23.8
O=C(COC(=O)[C@@H]1CC(O)CN1S(=O)(=O)c1ccc(Cl)c(Cl)c1)NC(=O)NCc1ccccc1 (stereo partly drawn),-2.6,-2.5,0.9,4.0,-1.7,-2.9,-8.0,1.5
CCCCn1c(=O)[nH]c(=O)c2c1nc(-c1ccccc1F)n2Cc1ccccc1,-2.3,3.3,-0.6,14.7,-3.2,1.5,21.0,12.3
CCCCc1nnc(NC(=O)Cn2cnc3ccccc3c2=O)s1,3.3,-11.1,-0.4,6.6,0.1,-0.3,1.6,8.4
O=C(CCc1nc2ccccc2c(=O)[nH]1)Nc1ccc(Cl)c(Cl)c1,9.5,-13.2,1.2,-2.5,0.1,-0.1,4.9,27.8
COc1cccc(C2C=C(Nc3ccccc3)C(=O)N2c2ccccc2)c1 (stereo not drawn),-27.5,20.4,0.5,22.6,-3.5,0.4,-0.3,-22.2
CC1Oc2ccccc2OC1C(=O)Nc1nccs1 (stereo not drawn),-14.0,-10.6,1.6,10.1,-1.9,28.9,14.0,-8.2
CC(C)c1ccc(S(=O)(=O)c2n[nH]n3c2nc(=O)c2ccccc23)cc1,-1.5,-12.2,-0.8,11.2,-1.3,-2.5,46.0,0.6
Cn1ncc(C#N)c1NC(=O)C1CC(c2ccc(Cl)c(Cl)c2)=NO1 (stereo not drawn),-6.2,21.5,-0.2,-15.9,7.5,-1.1,16.5,0.9
Cc1ccc(S(=O)(=O)N2CCCCC2)cc1C(=O)Nc1ccccn1,9.6,22.9,1.7,21.6,-1.9,-1.9,18.5,12.7
CSc1nc(-c2ccccc2)c(C#N)c(=O)n1C,-2.3,20.0,0.5,9.0,-2.6,-3.2,4.1,21.6
COc1ccc(-c2sc3cc(OC)c(OC)cc3c2C#CC(C)(C)O)cc1,-32.2,45.8,3.3,-1.3,-2.8,8.6,16.7,-23.3

Part of the list above in order of molecular weight, lowest first.
canonical_smiles,Jurkat NFkB inh,Mdm2 MdmX PPI,CHOP UPR activ,APJ antagonist,APJ ag,XBP1 UPR activ,tim23-1 inh,697 NFkB inh
CCOc1cccc(C(=O)N2CCCN(C)CC2)c1,-7.4,12.9,-0.7,4.6,-0.3,-3.9,-19.7,-2.7
CC1Oc2ccccc2OC1C(=O)Nc1nccs1 (stereo not drawn),-14.0,-10.6,1.6,10.1,-1.9,28.9,14.0,-8.2
CCOc1ccc(C(C(=O)NC2CCCC2)N(CCCO)C(=O)c2ccc(-c3ccccc3)[nH]2)cc1 (stereo not drawn),-16.2,-6.8,3.6,-35.7,-0.5,0.6,18.7,-31.7
O=C(Nc1ccn(Cc2c(F)c(F)cc(F)c2F)n1)c1ccc(COc2ccc(Cl)cc2Cl)o1,5.1,9.0,2.4,-15.6,-4.9,0.1,27.0,31.8

The order is random; about 5% have a hit in one of these screens.
